aSyn rescue: inhibitors of alpha-synuclein toxicity in yeast; Yeast expressing alpha-synuclein, growth rescue, BacTiter-Glo, 24 h; Potency, µM (highest dose often 46.1 µM), inactives show top-dose growth rescue (activation), actives largely listed as activators; 0.14% of 370,000 active; AID 652106; also: % of control where 0% means no effect; nearly all actives have a fitted effect of over 65% in size
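Rescue of yeast growth: cells expressing toxic alpha-synuclein, induced in galactose at OD600 0.02, incubated with compound 24 h at 30 C. ATP luminescence quantified growth; inhibitors of toxicity appear as activators.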
PTHR1 agonist: activates the human parathyroid hormone receptor PTHR1 | Q03431 | HEK293 GP2 PTHR1 cells, GloSensor cAMP luminescence, 1 h | Potency, µM (top dose mostly 115 µM), inactives show top-dose activation, hits mostly activators | 0.075% of 410,000 active | AID 743266; also: nearly all actives have a fitted effect of over 55% in size; some results filed as inactive show a strong effect at the top dose; inactives centre near -15; many of its hits are not listed in these tables
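HEK-293-derived GP2 cells expressing PTHR1 and a GloSensor cAMP reporter, 3,000/well, plated overnight, given luciferin plus IBMX (each 0.5 mM as added) for 1 h at 37 °C, then compound for 1 h at 37 °C. Luminescence was read after 15 min at room temperature.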
EPAC1 antag: EPAC1 (human) antagonism. O95398. EPAC1 GEF assay, Rap1b-BODIPY-GDP exchange fluorescence. 0.14% of 360,000 active. Potency, µM (series often up to 115 µM), for the others: top-dose activity change, negative = inhibition, actives largely listed as inhibitors;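 also: plate controls were vehicle for no effect and positive control for full effect; nearly all actives have a fitted effect of over 50% in size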
Target sequence (O95398 whole entry, looked up): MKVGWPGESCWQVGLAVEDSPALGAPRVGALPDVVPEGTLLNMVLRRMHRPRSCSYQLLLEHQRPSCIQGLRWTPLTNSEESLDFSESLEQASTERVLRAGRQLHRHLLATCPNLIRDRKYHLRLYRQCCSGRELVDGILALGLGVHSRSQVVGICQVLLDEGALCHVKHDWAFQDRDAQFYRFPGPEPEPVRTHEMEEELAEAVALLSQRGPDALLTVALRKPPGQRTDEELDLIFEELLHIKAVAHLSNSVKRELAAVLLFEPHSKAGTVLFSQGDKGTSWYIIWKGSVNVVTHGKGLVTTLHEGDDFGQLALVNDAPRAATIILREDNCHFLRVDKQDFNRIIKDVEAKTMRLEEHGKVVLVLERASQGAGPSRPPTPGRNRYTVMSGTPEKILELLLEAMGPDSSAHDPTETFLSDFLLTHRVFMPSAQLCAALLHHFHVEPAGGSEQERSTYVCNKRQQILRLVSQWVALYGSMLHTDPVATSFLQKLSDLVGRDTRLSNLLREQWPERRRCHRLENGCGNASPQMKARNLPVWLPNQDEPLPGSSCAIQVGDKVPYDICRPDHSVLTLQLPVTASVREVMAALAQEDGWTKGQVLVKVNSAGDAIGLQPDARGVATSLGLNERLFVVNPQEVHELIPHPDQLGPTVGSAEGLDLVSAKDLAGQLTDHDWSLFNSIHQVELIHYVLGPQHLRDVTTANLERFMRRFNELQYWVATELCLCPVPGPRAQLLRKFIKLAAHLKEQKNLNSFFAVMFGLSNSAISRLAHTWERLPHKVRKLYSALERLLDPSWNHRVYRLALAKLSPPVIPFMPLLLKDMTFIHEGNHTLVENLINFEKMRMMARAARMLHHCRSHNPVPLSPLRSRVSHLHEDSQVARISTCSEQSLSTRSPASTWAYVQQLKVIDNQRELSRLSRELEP
TDP43 rescue: inhibitors of TDP-43 toxicity in yeast; TDP-43 expressing yeast growth rescue, BacTiter-Glo, 24 h; Potency, µM (doses to about 46.1 µM), inactives show at the highest dose growth rescue (activation), hits mostly activators; 1.8% of 410,000 active; also: % of control where 0% means no effect; nearly all actives have a fitted effect of over 50% in size
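Cell-based yeast growth screen: TDP-43 expression induced in galactose, inoculum OD600=0.02 after raffinose pregrowth to mid-log. Read-out BacTiter-Glo luminescence at 24 hr, 30 deg C; inhibition of toxicity seen as signal increase.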
FUS suppressor: suppressors of FUS proteinopathy in yeast; S. cerevisiae FUS-expressing, growth rescue, OD600, 24 h; Potency, µM (titrated, usually from 76.6 µM), without a hit: top-dose growth rescue (activation), hits mostly activators; 0.24% of 390,000 active; AID 1347120;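 also: plate controls were DMSO vehicle for no effect and reference control for full effect; nearly all actives have a fitted effect of over 55% in size; some results filed as inactive show a strong effect at the top dose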
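Compound concentration series was pinned onto galactose-induced FUS-expressing yeast seeded at OD 0.005. Plates sat 24hr at 30C; absorbance at 600 nm gave growth. DMSO served as background control.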
EPAC1 ag: agonists of human EPAC1; 0.073% of 360,000 active; AID 720707; Potency, µM (doses to about 154 µM), inactives show top-dose activation, actives largely listed as activators; EPAC1 agonist qHTS, biochemical assay; response scale: 100% = response to 6.5 mM cAMP; O95398; also: nearly all actives have a fitted effect of over 60% in size
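Normalized to 6.5 mM cAMP, activity reflects EPAC1-catalysed release of BODIPY-GDP from Rap1B, followed kinetically over 30 min at 480 nm excitation, 540 nm emission. Reaction contained 100 nM EPAC1, 250 nM Rap1B-BODIPY-GDP, 50 uM GDP.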
EPAC2 ag: activates human EPAC2 exchange factor. AID 720711. 0.079% of 360,000 active. Q8WZA2. EPAC2 activation, biochemical qHTS; response scale: 100% = 6.5 mM cAMP response. Potency, µM (titrated, usually from 154 µM), without a hit: at the highest dose activation, usual class: activators; also: nearly all actives have a fitted effect of over 50% in size
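Readout is BODIPY fluorescence (480 nm excitation, 540 nm emission), which falls as labeled GDP is exchanged off Rap1B. EPAC2 at 100 nM acted on 250 nM RAP1B-BODIPY-GDP with 50 uM GDP present.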
EPAC2 antagonist: antagonists of human EPAC2; AID 720708; 0.18% of 360,000 active; EPAC2 GEF exchange of Rap1B-BODIPY-GDP, fluorescence; Q8WZA2; Potency, µM (top dose mostly 114 µM), for inactives: top-dose activity, negative = inhibition, most hits filed as inhibitors; also: % is scaled to controls: 0 for no effect and ±100 for the full control effect; nearly all actives have a fitted effect of over 45% in size; many of its hits are not listed in these tables
Numbers without * were called inactive; i = inactive; ? = inconclusive; . = no result given; [ ] = dose if it differs, or a comment. Calls follow the shape of the dose curve; as a rule, active = well fitted curve in the direction sought with a large enough effect; inconclusive = small, poorly fitted or top-dose-only effect, or another doubt; inactive = no such curve, though single readings can be large; an effect the other way counts as inactive or inconclusive. Potency is read from the fitted curve at half-maximal effect. Some of the compounds tested, so the mix of outcomes need not match the whole.

SMILES | aSyn rescue | PTHR1 agonist | EPAC1 antag | TDP43 rescue | FUS suppressor | EPAC1 ag | EPAC2 ag | EPAC2 antagonist
C[C@@H]1CN([C@@H](C)CO)C(=O)CCCn2nncc2CO[C@H]1CN(C)Cc1ccc2c(c1)OCO2 | 0% | -25% | -3% | 20% | -29% | -8% | -6% | -6%
CCCCCCCCNS(=O)(=O)CCNCc1ccccc1OC | -11% | i | -21% | 4% | 10% | -15% | 0% | -5%
COc1ccc(CCN2CC(C(=O)OCC(=O)NCc3ccccc3Cl)CC2=O)cc1OC (stereo not drawn) | -1% | i | ? | 5% | 8% | 10% | 6% | 4%
COc1ccc(COc2cccc3ccc(C)nc23)cc1F | 14% | -8% | -1% | 30% | 0% | 3% | 19% | -26%
O=C(NCc1ccc(F)cc1)c1ccc(S(=O)(=O)N2CCCCC2)cc1 | 0% | -11% | 2% | 6% | -1% | 1% | -5% | 4%
O=C(Cc1cccc(NC(=O)C2CCCN(C(=O)C3CCCCC3)C2)c1)Nc1ccc(C(=O)N2CCCCC2)cc1 (stereo not drawn) | -2% | -23% | -13% | 34% | 25% | 0% | 2% | -4%
CCOc1ccccc1OCCOCCN1CCN(Cc2ccccc2)CC1 | 3% | i | -16% | -12% | 11% | 6% | -1% | 14%
NC(=O)c1sc2nc3c(c(-c4ccccc4)c2c1N)CCC3 | 24% | -9%[57.5 µM] | 4% | 28µM* | ? | -4% | 10% | 6%
O=C(Nc1cccc(F)c1)C1CC(=O)N(c2ccc(Cl)cc2)C1 (stereo not drawn) | 6% | i | -7% | ? | 4% | 11% | 8% | 0%
Cc1oc(-c2ccc(Cl)cc2)nc1CS(=O)CC(=O)NCc1cccs1 (stereo not drawn) | 2% | -2% | 0% | 3% | 4% | 2% | 4% | 10%
COc1ccc(/C=N/NC(=O)c2cccnc2)cc1COc1ccc(NC(C)=O)cc1 | 3% | i | 0% | 4% | 18% | 3% | 8% | -1%
COc1cccc(-c2cccc(-c3nc(C(=O)NCCCN4CCOCC4)cc4c3[C@H](CCO)N(S(=O)C(C)(C)C)C4)c2)c1 (stereo partly drawn) | 1% | -19% | -6% | 22% | 3% | 5% | 4% | -2%
O=C1CN(C(=O)COC(=O)c2ccccc2O)c2ccccc2N1 | -2% | -11% | 12% | -4% | -8% | 4% | 10% | 0%
COC(=O)[C@H](Cc1c[nH]c2ccccc12)NC(=O)NCc1ccc(OC)cc1 | 7% | -6% | 7% | -7% | -1% | 3% | -5% | 1%
O=C(Nc1ccc(Cl)cc1F)c1ccccc1Br | -11% | -30%[inhibitor] | -20% | ? | . | 0% | 13% | -11%

Retrieved by structure from the entries so far:
SMILES | aSyn rescue | PTHR1 agonist | EPAC1 antag | TDP43 rescue | FUS suppressor | EPAC1 ag | EPAC2 ag | EPAC2 antagonist
CCOc1ccccc1OCCOCCN1CCN(Cc2ccccc2)CC1 | 3% | i | -16% | -12% | 11% | 6% | -1% | 14%
O=C(NCc1ccc(F)cc1)c1ccc(S(=O)(=O)N2CCCCC2)cc1 | 0% | -11% | 2% | 6% | -1% | 1% | -5% | 4%

Back to the main list, starting 4 compounds before the break.
SMILES | aSyn rescue | PTHR1 agonist | EPAC1 antag | TDP43 rescue | FUS suppressor | EPAC1 ag | EPAC2 ag | EPAC2 antagonist
COc1cccc(-c2cccc(-c3nc(C(=O)NCCCN4CCOCC4)cc4c3[C@H](CCO)N(S(=O)C(C)(C)C)C4)c2)c1 (stereo partly drawn) | 1% | -19% | -6% | 22% | 3% | 5% | 4% | -2%
O=C1CN(C(=O)COC(=O)c2ccccc2O)c2ccccc2N1 | -2% | -11% | 12% | -4% | -8% | 4% | 10% | 0%
COC(=O)[C@H](Cc1c[nH]c2ccccc12)NC(=O)NCc1ccc(OC)cc1 | 7% | -6% | 7% | -7% | -1% | 3% | -5% | 1%
O=C(Nc1ccc(Cl)cc1F)c1ccccc1Br | -11% | -30%[inhibitor] | -20% | ? | . | 0% | 13% | -11%
CC1CCc2cc(F)ccc2N1C(=O)CCl (stereo not drawn) | -34%[inhibitor] | i | 3% | 0% | 7% | 5% | -1% | 6%
C[C@H](NC(=O)C1CCN(S(=O)(=O)c2ccccc2)CC1)C(=O)NCc1cccnc1 | -2% | -23% | 1% | 1% | -44% | 2% | -3% | -5%
CC(C(=O)Nc1ccc(S(=O)(=O)N2CCCC2)cc1)N1CCN(C(=O)c2ccco2)CC1 (stereo not drawn) | . | i | 6% | -1% | -19% | -6% | -3% | 4%
COc1ccc(C(=O)Nc2ccccc2N2CCOCC2)cc1S(=O)(=O)N1CCCC1 | 4% | i | 2% | ? | . | 2% | 0% | 9%
Cc1ccc(N2CCN(/N=C/c3ccncc3)CC2)cc1 | -8% | -61%[inhibitor] | -6% | 23% | -18% | 3% | 15% | 3%
Cc1ccccc1C(=O)N1CCC(C(=O)Nc2ccc3c(c2)OCCO3)CC1 | -4% | -15% | 9% | 15% | 9% | -1% | -2% | -3%
COc1ccc(NC(=O)C2CCCN2S(=O)(=O)c2cccc3cccnc23)c(OC)c1 (stereo not drawn) | 0% | -15% | 4% | 2.5µM* | 7% | 12% | 6% | -7%
COc1cc(OC)c(OC)cc1/C=C1\Oc2cc(OS(C)(=O)=O)ccc2C1=O | -8% | 3% | 12% | -25%[1.82 µM] | 33% | -6% | 7% | 6%
CCOc1ccc(NC(=O)CS(=O)CC(=O)Nc2cccnc2)cc1 (stereo not drawn) | -2% | -1% | 6% | 2% | 4% | -3% | 6% | 3%
COCCNC(=O)CSc1nc(N)c(NC(=O)c2ccco2)c(=O)[nH]1 | 1% | i | 4% | 11% | -12% | 13% | 2% | 2%
CN1CCN(c2ncnc3c2ncn3[C@H]2CN(C)C[C@@H](CO)O2)CC1 | -2% | ? | 1% | ? | -24% | -7% | -5% | 3%
CCOc1ccccc1N1CC(C(=O)NCCOc2ccccc2OC)CC1=O (stereo not drawn) | -1% | i | -4% | 29% | . | 10% | 3% | 1%
COc1cccc(-c2nc(NC(C)C)c3ccccc3n2)c1O | -2% | -29% | -19% | 20µM* | 38% | 22% | 26% | -11%
COc1ccccc1N1CCN(Cc2nc(N)nc(Nc3ccc(C)c(Cl)c3)n2)CC1 | -7% | -14% | -22% | 2% | -6% | 7% | -3% | -15%
COc1ccc(S(=O)(=O)N(C)c2ccc(OC(=O)C(C)Oc3ccc(F)cc3)cc2)cc1 (stereo not drawn) | 0% | -21% | 11% | -15% | 16% | 1% | 4% | -12%

Of the compounds above, two have a furan ring, fused or not:
SMILES | aSyn rescue | PTHR1 agonist | EPAC1 antag | TDP43 rescue | FUS suppressor | EPAC1 ag | EPAC2 ag | EPAC2 antagonist
CC(C(=O)Nc1ccc(S(=O)(=O)N2CCCC2)cc1)N1CCN(C(=O)c2ccco2)CC1 (stereo not drawn) | . | i | 6% | -1% | -19% | -6% | -3% | 4%
COCCNC(=O)CSc1nc(N)c(NC(=O)c2ccco2)c(=O)[nH]1 | 1% | i | 4% | 11% | -12% | 13% | 2% | 2%

In the list so far, two have an NH in an aromatic ring.
SMILES | aSyn rescue | PTHR1 agonist | EPAC1 antag | TDP43 rescue | FUS suppressor | EPAC1 ag | EPAC2 ag | EPAC2 antagonist
COC(=O)[C@H](Cc1c[nH]c2ccccc12)NC(=O)NCc1ccc(OC)cc1 | 7% | -6% | 7% | -7% | -1% | 3% | -5% | 1%
COCCNC(=O)CSc1nc(N)c(NC(=O)c2ccco2)c(=O)[nH]1 | 1% | i | 4% | 11% | -12% | 13% | 2% | 2%

Carrying on:
SMILES | aSyn rescue | PTHR1 agonist | EPAC1 antag | TDP43 rescue | FUS suppressor | EPAC1 ag | EPAC2 ag | EPAC2 antagonist
Cc1cc(NC(=O)c2cccnc2)ccc1NC(=O)c1cc2ccccc2o1 | 2% | -94%[inhibitor] | 3% | 1% | -8% | -13% | -2% | 5%
Cc1cc(=O)n2nc(N3CCC(C(=O)NCc4cccnc4)CC3)sc2n1 | -6% | i | -1% | 8% | . | -4% | 16% | 1%
COc1cccc(N2CCN(C(=S)Nc3ccc(C)cc3C)CC2)c1 | 2% | i | 2% | 25% | -18% | -10% | -8% | 11%
CC(=O)Nc1cccc(C(=O)N2CCN(S(=O)(=O)Cc3ccccc3)CC2)c1 | 0% | -3% | -2% | -16% | -13% | 2% | 2% | 9%
O=C(COC(=O)c1ccc2c(c1)OCCO2)Nc1ccc(F)cc1 | -1% | -13% | -10% | 5% | -10% | -17% | -3% | -10%
CC(CCc1ccccc1)NC(=O)C(Cc1ccccc1)NC(N)=O (stereo not drawn) | -6% | -6% | -14% | -22% | -14% | 9% | 14% | -2%
COc1cc(C(=O)NCC(c2ccco2)N2CCc3ccccc3C2)cc(OC)c1OC (stereo not drawn) | 2% | -12% | -12% | 11% | 6% | -3% | 4% | 1%
Cc1ccc(OCCC(=O)OCC(=O)N2c3ccccc3CC2C)cc1 (stereo not drawn) | 15% | -13%[57.5 µM] | -16% | 4% | 12% | 5% | 18% | -8%
CC(C)C(=O)Nc1ccc(-c2ccc3nncn3n2)cc1 | -4% | -1% | -19% | -24% | 37% | 6% | 13% | 2%
Cc1cc(Br)cn2c(Cc3cccc(Cl)c3)c(-c3ccco3)nc12 | 13% | -24% | -18% | ? | 37% | 1% | 0% | -11%
CCN(CC)CCN1C(=O)C2C(C(=O)Nc3cccc(C)c3)C3C=CC2(O3)C1C(=O)NC1CCCC(C)C1C (stereo not drawn) | 1% | -1% | -11% | 0% | 6% | -2% | 7% | 2%
CC(C)NC(=O)c1ccc(N(Cc2ccc(Cl)cc2)S(C)(=O)=O)cc1 | 8% | i | -8% | 2% | 11% | -8% | 1% | 11%
CCOc1cc2[nH]c(=S)n(CCc3ccc(OC)c(OC)c3)c(=O)c2cc1OCC | . | -7% | -7% | -16% | -8% | 9% | -1% | 2%
CCOc1ccc(NS(=O)(=O)c2ccc(C(=O)NCC(C)(C)N3CCOCC3)cc2)cc1 | 1% | i | -5% | 4% | 16% | -4% | -5% | -1%
Clc1ccc(C=NN2CCCCCC2)c(Cl)c1 | 6% | i | -3% | 18% | -6% | 3% | 0% | 9%
C/C(=N/NC(N)=S)c1ccccc1[N+](=O)[O-] | 3% | i | 4% | 11% | -5% | 3% | -2% | 5%

Screens as filed in PubChem.
